RXFP1 antag = qHTS Assay for Antagonists of the Relaxin Receptor RXFP1; HEK293-RXFP1, relaxin-stimulated cAMP HTRF, 30 min; active compounds read low; activity change, negative = inhibition, % at 57.5 µM; 350,000 tested, 0.59% active; AID 1259400, 2018;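 active = activity change of -60% or lower, but not beyond a set lower limit; inconclusive = change between -60% and -40%, or beyond the set limit; inactive = change above -40%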; also: % is scaled to controls: 0 for no effect and ±100 for the full control effect
Tb PGK inh = qHTS Assay to Find Inhibitors of Phosphoglycerate Kinase. PGK/GAPDH coupled, Kinase-Glo luminescence, 60 min. Phosphoglycerate kinase, glycosomal (Trypanosoma brucei brucei), P07378. 380,000 tested, 0.043% active. Potency, µM (highest dose often 57.5 µM), without a hit: at the top dose activity change, negative = inhibition, most hits filed as inhibitors. AID 602233, 2012; also: potency is read from the fitted curve at half-maximal effect; % is scaled to controls: 0 for no effect and ±100 for the full control effect; nearly all actives have a fitted effect of over 60% in size
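Recombinant glycosomal PGK reaction used 1,3-bisphosphoglycerate generated in-well by GAPDH (100nM final) in 100mM TEA pH 7.6, 5mM MgCl2, 0.01% Tween-20. After 60 minutes at room temperature, ATP was read by Kinase-Glo Plus luminescence end-point.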
Pol eta inh = qHTS for Inhibitors of Polymerase Eta | DNA polymerase eta (Homo sapiens), Q9Y253 | recombinant Pol eta, fluorescent DNA replication assay | Potency, µM (titrated, usually from 114 µM), without a hit: at the highest dose activity change, negative = inhibition, hits mostly inhibitors | 390,000 tested, 1.2% active | AID 588591, 2011; also: potency is read from the fitted curve at half-maximal effect; % is scaled to controls: 0 for no effect and ±100 for the full control effect
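Fluorescent replication assay: 50 nM final substrate added after a 15 min room-temperature compound preincubation with 10 nM enzyme. Signal taken at 0 min and again at 10 min.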
APE1 inh = qHTS Assay for Inhibitors of the Human Apurinic/apyrimidinic Endonuclease 1 (APE1). Potency, µM (top dose mostly 65.8 µM), for inactives: at the top dose activity change, negative = inhibition, actives largely listed as inhibitors. AID 2517, 2012. 350,000 tested, 0.35% active. recombinant APE1, TAMRA/BHQ-2 abasic DNA cleavage fluorescence;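 also: potency is read from the fitted curve at half-maximal effect; plate controls were vehicle for no effect and reference inhibitor for full effect; nearly all actives have a fitted effect of over 55% in size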
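APE1 at 0.75 nM final was preincubated with compound 15 min at room temperature, then 50 nM double-stranded THF abasic-site substrate (5'-TAMRA/3'-BHQ-2) was added. Fluorescence (ex 525/em 598 nm) was read kinetically; third-minus-first read gave activity.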
Pol kappa inh = qHTS for Inhibitors of Polymerase Kappa. DNA polymerase kappa (Homo sapiens), Q9UBT6. purified Pol kappa, fluorescent DNA synthesis assay, 10 min. Potency, µM (series often up to 107 µM), for inactives: at the highest dose activity, negative = inhibition, actives largely listed as inhibitors. 400,000 tested, 0.53% active. AID 588579, 2011; also: potency is read from the fitted curve at half-maximal effect; % is scaled to controls: 0 for no effect and ±100 for the full control effect
Target sequence (Q9UBT6 whole entry, looked up): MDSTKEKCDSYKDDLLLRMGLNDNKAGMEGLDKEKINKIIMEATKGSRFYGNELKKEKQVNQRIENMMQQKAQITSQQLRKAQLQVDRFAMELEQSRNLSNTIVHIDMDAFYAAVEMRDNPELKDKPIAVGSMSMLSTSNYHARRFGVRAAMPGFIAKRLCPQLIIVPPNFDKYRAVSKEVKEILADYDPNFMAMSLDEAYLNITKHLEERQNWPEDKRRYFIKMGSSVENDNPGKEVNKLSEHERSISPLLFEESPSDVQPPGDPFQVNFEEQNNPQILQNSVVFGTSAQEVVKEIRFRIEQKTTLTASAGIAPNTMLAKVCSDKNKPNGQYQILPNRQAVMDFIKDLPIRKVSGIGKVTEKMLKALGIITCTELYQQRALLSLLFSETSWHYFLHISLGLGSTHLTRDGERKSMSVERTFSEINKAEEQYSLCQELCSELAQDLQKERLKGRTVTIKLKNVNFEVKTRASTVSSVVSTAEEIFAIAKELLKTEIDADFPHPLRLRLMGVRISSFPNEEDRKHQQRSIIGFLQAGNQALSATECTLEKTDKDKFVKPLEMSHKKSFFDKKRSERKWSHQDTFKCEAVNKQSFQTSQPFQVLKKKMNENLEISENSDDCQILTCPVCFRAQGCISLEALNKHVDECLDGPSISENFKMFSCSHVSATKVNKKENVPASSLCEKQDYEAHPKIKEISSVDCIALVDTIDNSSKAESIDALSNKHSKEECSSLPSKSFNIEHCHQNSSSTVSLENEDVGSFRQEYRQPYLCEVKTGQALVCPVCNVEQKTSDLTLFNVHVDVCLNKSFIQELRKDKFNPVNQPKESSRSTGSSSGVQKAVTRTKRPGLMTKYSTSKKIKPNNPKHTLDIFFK
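Activity was followed as the change in fluorescence between reads at 0 and 10 min after starting the reaction with 50 nM substrate. Beforehand, 10 nM polymerase had been preincubated with compound for 15 min at room temperature.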
Apoferritin bind = qHTS Assay for Identification of Novel General Anesthetics; Ferritin light chain (Equus caballus), P02791; apoferritin/1-aminoanthracene competitive binding, fluorescence; Potency, µM (titrated, usually from 77.5 µM), without a hit: top-dose activity change, negative = displacement, actives largely listed as inhibitors; 350,000 tested, 0.074% active; AID 485281, 2010; also: potency is read from the fitted curve at half-maximal effect; % is scaled to controls: 0 for no effect and ±100 for the full control effect; nearly all actives have a fitted effect of over 20% in size
Target sequence (P02791 2-175 limits assumed): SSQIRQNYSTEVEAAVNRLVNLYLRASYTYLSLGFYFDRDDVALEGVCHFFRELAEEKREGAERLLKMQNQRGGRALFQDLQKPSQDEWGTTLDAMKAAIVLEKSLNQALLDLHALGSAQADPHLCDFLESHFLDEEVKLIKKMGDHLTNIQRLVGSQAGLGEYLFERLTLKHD
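Horse-spleen apoferritin (10 uM) in 50% saturated 1-aminoanthracene in PBS was incubated 10 min at room temperature with compound. Fluorescence (ex 380, em 535 nm) was normalized to free and bound 1-AMA, with concentration-response fitted by a four-parameter Hill equation.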
BLM helicase inh = qHTS Assay for Inhibitors of Bloom's syndrome helicase (BLM); recombinant BLM DNA unwinding, fluorescence dequenching; RecQ-like DNA helicase BLM (Homo sapiens), P54132; 350,000 tested, 0.2% active; Potency, µM (series often up to 56.1 µM), inactives show at the top dose activity change, negative = inhibition, hits mostly inhibitors;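 also: potency is read from the fitted curve at half-maximal effect; plate controls were vehicle for no effect and no enzyme for full effect; nearly all actives have a fitted effect of over 35% in size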
Pol iota inh = qHTS for Inhibitors of Polymerase Iota. Potency, µM (highest dose often 115 µM), for the others: at the highest dose activity, negative = inhibition, most hits filed as inhibitors. 390,000 tested, 1% active. DNA polymerase iota (Homo sapiens), Q9UNA4. Pol iota fluorescent replication assay, 10 min; also: potency is read from the fitted curve at half-maximal effect
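Fluorescent replication assay read twice, at 0 min and 10 min after adding 50 nM (final) substrate. Enzyme (10 nM) and compounds were first incubated 15 min at room temperature; enzyme-free buffer wells were negative controls.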
Pol beta inh = qHTS Assay for Inhibitors of DNA Polymerase Beta; Pol beta primer extension/strand displacement, fluorescence kinetic; Potency, µM (titrated, usually from 114 µM), for the others: at the top dose activity change, negative = inhibition, most hits filed as inhibitors; P06746; 340,000 tested, 1.3% active; also: potency is read from the fitted curve at half-maximal effect; % is scaled to controls: 0 for no effect and ±100 for the full control effect
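Pol beta (10 nM) was preincubated with compound for 15 min at room temperature. The reaction was then started with 50 nM substrate and read immediately and after a further 10 min at room temperature.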
* marks the source's active call; other numbers are inactive results; i = inactive; u = inconclusive; x = no result given; & = joins results of further samples; [ ] = remark or other dose. Unless noted, calls follow the shape of the dose curve; as a rule, active = well fitted curve in the direction sought with a large enough effect; inconclusive = small, poorly fitted or top-dose-only effect, or another doubt; inactive = no such curve, though single readings can be large; an effect the other way counts as inactive or inconclusive.

SMILES	RXFP1 antag	Tb PGK inh	Pol eta inh	APE1 inh	Pol kappa inh	Apoferritin bind	BLM helicase inh	Pol iota inh	Pol beta inh
Cn1cnc(Sc2ncnc3nc[nH]c23)c1[N+](=O)[O-]	12	-6%	-19%	0%	0%	-2%	-2%	45%[activator]	36%
CCOc1ncccc1C(=O)OCC(=O)c1cc(C)n(Cc2ccco2)c1C	-4	-16%	-13%	u	-14%	u	-11%	-8%	u
COc1ccccc1/C=C/C=N/NC(=O)c1ccccn1	-14	-3%	-3%	9%	0%	-5%	-4%	4%	37%
CC1CCN(c2c(NCC3CCC(C(=O)NCc4ccccc4Cl)CC3)c(=O)c2=O)CC1 (stereo not given)	x	-4%	-20%	-3%	7%	5%	-1%	11%	-22%
O=C(NCc1ccccc1Cl)c1nnc(Cc2cccc(F)c2)o1	-4	-2%	0%	x	-5%	14%	-7%	1%	7%
COc1cc(NC(=O)c2ccc(Cl)cc2Cl)ccc1NC(=O)c1cccs1	-5	0%	1%	5%	-12%	-12%	-1%	23%	-2%
COc1ccc(CN(C)CC(=O)Nc2ccc(SC(F)F)cc2)cc1OC	-37	4%	-6%	u	-25%	-8%	-8%	66%[activator]	2%
Cc1ccc(C(=O)NCC(=O)OCC(=O)Nc2cc(S(=O)(=O)N3CCOCC3)ccc2C)cc1	-11	-7%	-12%	3%	-5%	x	x	-27%	x
CCOc1ccccc1-n1c(C)nc2cc(C(=O)O)ccc21	-35&-21	9%	3%&-12%	-9%	-10%&-12%	-1%&-8%	2%&-4%	42%&9%	-1%&13%
O=C(CCCN1C(=O)c2cccnc2C1=O)Nc1ccc(F)cc1Cl	16	8%	-20%	32%	-9%	3%	-3%	32%[activator]	46%
O=C(Cc1ccccc1F)Nc1ccccc1-c1ccccc1	-3	5%	-24%	10%	2%	u	1%	109%[activator]	-1%
COc1ccc(C2CC(=O)c3c(O)cc(O[C@H]4OC(COC5OC(C)C(O)C(O)[C@@H]5O)C(O)C(O)C4O)cc3O2)cc1O (stereo not given in full)	x	x	x	16%	-10%[60.1 µM]	5%	0%	x	x
CCOc1ccccc1N(CC(=O)Nc1cccnc1)S(C)(=O)=O	-3	-4%	-10%	0%	-1%	-7%	0%	12%	0%
COc1ccc(N2CCN(C(=O)CCC(=O)N3CCOc4ccc(C)cc43)CC2)cc1	-6	-1%	-6%	23%	-21%	-16%	-18%	-5%	12%
Cc1onc(-c2ccccc2Cl)c1C(=O)NC(=S)Nc1ccc(C(C)(C)C)cc1	-1	-10%	-13%	-2%	-1%	6%	-8%	-2%	4%

(cont.)
SMILES	RXFP1 antag	Tb PGK inh	Pol eta inh	APE1 inh	Pol kappa inh	Apoferritin bind	BLM helicase inh	Pol iota inh	Pol beta inh
COc1ccccc1NC(=O)c1ccc2nc(C)c(C)nc2c1	-6	-3%	-12%	9%	7%	-12%	-1%	-7%	28%
Nc1ccc2c(O)cc(S(=O)(=O)O)cc2c1	u	u	5.6µM*	x	14µM*	x	x	8.9µM*	x
O=S(=O)(NCCc1nnc2ccc(SCc3ccccc3Cl)nn12)c1ccccc1	-29	i	-23%	x	0%	u	-1%	41%[activator]	1%
c1ccc(N2CCOCC2)c(Nc2nc3ccccc3n3cnnc23)c1	x	-7%	-21%	21%	1%	-6%	-3%	-17%	3%
O=S(=O)(c1ccccc1)c1nc(-c2ccco2)oc1N1CCCCC1	-1	2%	1%	66%[activator][12.4 µM]	0%	-6%	-2%	33%[activator]	0%
Clc1cc2c(cc1/C=N/Nc1nc(N3CCOCC3)nc(N3CCOCC3)n1)OCO2	12	0%	-7%	17%	1%	-2%	-4%	23%	13%
CCOc1ccc(CCNC(=O)COC(=O)c2oc3ccccc3c2COC)cc1OCC	-7	-5%	-18%	3%	-8%	x	x	0%	x
COc1ccc(NC(=O)CSc2nnc(Cn3nnc4ccccc43)n2C)cc1	-19	-8%	5%	2%	-4%	-6%	3%	15%	11%
CCCCCNCc1ccc(OCc2ccc(Cl)nc2)c(OC)c1	1	i	-3%	0%	-13%	-2%	-6%	-8%	5%
CCn1c(SCC(=O)Nc2ccccc2OC)nnc1-c1cnccn1	1	0%	-2%	2%	-7%	-12%	-2%	19%	10%
CCC1(c2ccccc2)NC(=O)N(CC(=O)N2CC(=O)Nc3ccccc32)C1=O (stereo not given)	-5	-8%	-11%	9%	-11%	x	x	-1%	x
CC(=O)C1=C(O)C(=O)N(Cc2ccccc2)C1c1ccco1 (stereo not given)	2	-21%	45µM*	1µM*	-21%	-7%	-6%	u	u
O=C(Nc1cccc(-c2cn3c(n2)SCC3)c1)c1ccc2c(c1)OCO2	-19	i	-22%	3%	-6%	-8%	-3%	180%[activator]	13%
COc1ccc(S(=O)(=O)N2CCC(C(=O)NC3CCCC3)CC2)cc1C	21	5%	1%	42%[activator]	-11%	0%	-5%	10%	-9%
COc1ccc(/C=N/NC(=O)c2ccc(N3CCCC3=O)cc2)cc1	-6	-9%	-12%	-3%	-6%	-2%	-5%	18%	14%

More results follow:
SMILES	RXFP1 antag	Tb PGK inh	Pol eta inh	APE1 inh	Pol kappa inh	Apoferritin bind	BLM helicase inh	Pol iota inh	Pol beta inh
CCOC(=O)c1cnc(Nc2ccc(OCC)cc2)nc1C	-14	1%	-14%	-7%	-7%	-10%	-1%	7%	4%
COc1ccccc1CNC(=O)CCCn1c(=O)c2ccccc2n(Cc2ccccc2C#N)c1=O	x	-5%	-4%	x	-9%	2%	-8%	1%	21%
C/C(=N/NC(=O)c1ccc(Br)s1)c1ccncc1	-5	5%	0%	-3%	-6%	u	3%	-17%	23%
COc1ccc(O)c(C=NCC(C)N=Cc2cc(OC)ccc2O)c1 (stereo not given)	3	-4%	9%	1%	-17%	-10%	-12%	2%	13%
CC1(C)CC(=O)C2=C(C1)NC(Nc1nc3ccccc3o1)=NC21CCCC1	6	-8%	-11%	-6%	0%	8%	-4%	6%	2%
Cc1ccc(S(=O)(=O)N[C@H](C(=O)N2CCC(C(=O)N[C@@H](CC(=O)O)C(=O)O)CC2)C(C)C)cc1	x	-7%	-15%	7%	16%	-3%	-1%	5%	113%
Cc1nn(Cc2noc(C(=O)NC3CCC(C)CC3)n2)c(C)c1Br (stereo not given)	6	-3%	-18%	-4%	-14%	-7%	-2%	17%	48%
CCc1ccc(-n2nc3ccc(NC(=O)c4cc5ccccc5o4)cc3n2)cc1	-2	10%	-9%	x	-7%	-4%	-5%	13%	6%
COc1ccc(CN=Cc2[nH]c3ccc(Br)c(Cl)c3c2O)cc1	4	5%	-9%	4%	-12%	-7%	-19%	u	20%
NC(=Nc1ccc(Br)cc1)c1ccccc1	5	i	5%	-2%	-6%	-4%	3%	19%	0%
Cc1ccc(S(=O)(=O)NC2(C(=O)O)CCCCC2)cc1	-9	1%	-8%	2%	-13%	-5%	-6%	44%[activator]	-21%
Nn1cnnc1N/N=C/c1cc(Br)cc(Br)c1O	x	-4%	-7%	-3%	-9%	-13%	0%	u	19%
C=CCSc1nc2nc(C)cc(C)n2n1	5	-7%	-1%	1%	-1%	-2%	-4%	11%	-26%
O=C1Cc2ccccc2C(=O)N1c1ccccc1	-10	7%	-13%	8%[12.4 µM]	-10%	4%	-2%	41%[activator]	32%
COc1ccc(C2=NN(C(=O)c3ccccc3C(=O)O)C(c3ccccc3O)C2)cc1 (stereo not given)	12	-5%	4%	73%[activator][12.4 µM]	-12%	-10%	1%	u	0%

Next part.
SMILES	RXFP1 antag	Tb PGK inh	Pol eta inh	APE1 inh	Pol kappa inh	Apoferritin bind	BLM helicase inh	Pol iota inh	Pol beta inh
Cc1ccc2[nH]c(=O)c(CN(CC3CCCO3)C(=O)c3cccs3)cc2c1 (stereo not given)	-10	1%	7%	24%[12.4 µM]	-2%	-7%	-2%	19%	5%
CC(c1ccccc1)N1C(=O)c2ccc(C(=O)Nc3ccc(Br)cc3C(=O)O)cc2C1=O (stereo not given)	-5	-11%	50µM*	11%	-8%	0%	-8%	-13%	14%
O=C(NNS(=O)(=O)c1ccc([N+](=O)[O-])cc1)C1CCCCC1	1	-6%	8%	41%	-8%	u	2%	3%	9%
O=C(CN1CCN(c2cccc(Cl)c2)CC1)N1CCCC1	0	-1%	-12%	-2%	-7%	-16%	-2%	32%	2%
COc1ccc(-c2cc3nc(C)c(CCC(=O)NC4CCCCC4)c(C)n3n2)c(OC)c1	x	1%	-19%	x	-1%	-8%	-3%	36%[activator]	0%
Nc1c(C(=O)Nc2ccccc2Br)sc2nc(-c3cccs3)ccc12	11	6%	-18%	x	1%	62%[activator]	-10%	u	16%
O=C(/C=C/c1ccc(Cl)cc1)Nc1nc(-c2cccs2)ns1	-7	4%	-9%	x	1%	64%[activator]	-11%	14%	31%
CCCc1cc(C(=O)NNC(=S)NC(C)c2ccccc2)cs1 (stereo not given)	3	i	-10%	-7%	-9%	u	2%	20%	0%
O=C(CSc1ncc2c(n1)-c1ccccc1N(Cc1ccc(F)cc1)S2(=O)=O)c1ccc(Br)cc1	x	-1%	-8%	x	-22%	2%	-6%	0%	4%
COc1cccc(N2CCN(C(=O)c3ccc4c(=O)n(CCc5ccccc5)c(=O)[nH]c4c3)CC2)c1	x	8%	-20%	x	-5%	u	-2%	-6%	2%
CC(=O)OC1CC(C)N(C(=O)c2ccccc2)c2ccc(C)cc21 (stereo not given)	5	-1%	-14%	-1%	-22%	-20%	-3%	53%[activator]	-4%

Screening results deposited in PubChem BioAssay by National Center for Advancing Translational Sciences (NCATS).

Some of the compounds tested. The share of hits here may be higher or lower than overall.
